Compound activity (PubChem BioAssay)
aGlu spleen mod = qHTS Assay for Inhibitors and Activators of Human alpha-Glucosidase From Spleen Homogenate; Potency, µM (titrated, usually from 79.9 µM), without a hit: at the top dose activity change, negative = inhibition, hits mostly inhibitors; actives 0.006% (n = 240,000); human spleen homogenate, 4-MU-alpha-glucoside fluorescence; AID 2112, 2009;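 also: 0% = enzyme with vehicle and -100% = no enzyme basal signal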
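Human spleen homogenate (1 ug) incubated with compounds and 1 mM 4-methylumbelliferyl-alpha-D-glucopyranoside in pH 5.0 citrate/phosphate buffer, 37 C, 40 min. Stopped at pH 10; 4-MU fluorescence (Ex 365/Em 440 nm); AC50 by Hill fit.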
HttQ103 aggreg = qHTS Multiplex Assay to Identify Dual Action Probes in a Cell Model of Huntington: Aggregate Formation (GFP). Potency, µM (titrated, usually from 46.1 µM), without a hit: at the highest dose activity change, negative = inhibition, actives largely listed as inhibitors. PC12 HttQ103-GFP aggregates, Acumen cytometry, 40 h. AID 1688, 2009. actives 1.1% (n = 220,000); also: % is scaled to controls: 0 for no effect and ±100 for the full control effect; nearly all actives have a fitted effect of over 60% in size
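Multiplexed with ATP-based cell death, this channel scores GFP aggregates in PC12 cells expressing inducible HTTex1-Q103-GFP. Induction used 100 nM tebufenozide; compounds were tested in concentration series.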
HTT cytoprotect = qHTS Multiplex Assay to Identify Dual Action Probes in a Cell Model of Huntington: Cytoprotection (ATP). PC12 HTT-Q103 induced, cytoprotection, ATP luminescence, 40 h. Potency, µM (top dose mostly 56.4 µM), for the others: cytoprotection (ATP increase), actives largely listed as activators. actives 0.14% (n = 230,000). AID 1471, 2008;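 also: % of control where 0% means no effect; nearly all actives have a fitted effect of over 45% in size; toxic huntingtin expression switched on by the ecdysone agonist tebufenozide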
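ATP quantification (ATPlite) reports survival of PC12 cells in which tebufenozide, 100 nM final, switches on Htt exon 1 with 103 glutamines linked to GFP; compounds are titrated.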
IMPase Li cell = qHTS Assay for Identifying the Cell-Membrane Permeable IMPase Inhibitors: Potentiation with Lithium; CHO-M1 cells, IP1 TR-FRET (IP-One), carbachol + lithium; Potency, µM (series often up to 59.4 µM), inactives show at the top dose activity, negative = IMPase inhibition, hits mostly inhibitors; actives 0.35% (n = 210,000); AID 1457, 2008;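 also: IP1 builds up when IMPase is blocked and the TR-FRET signal falls; plate controls were basal vehicle for no effect and high inhibitor control for full effect; nearly all actives have a fitted effect of over 50% in size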
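Steps: plate 2000 CHO-M1 cells per well and culture 16–30 h; add compound and lithium; incubate 30 min, 37C; add d2-IP1 tracer and Eu cryptate anti-IP1 antibody in lysis buffer; read after 10 min at room temperature.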
GAA glycogen mod = qHTS Assay for Inhibitors and Activators of Human alpha-Glucosidase Cleavage of Glycogen. Lysosomal alpha-glucosidase (Homo sapiens), P10253. recombinant GAA, glycogen substrate, Amplex Red glucose oxidase fluorescence. Potency, µM (series often up to 76.4 µM), for the others: at the highest dose activity change, negative = inhibition, most hits filed as inhibitors. actives 0.38% (n = 300,000);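 also: 0% = full enzyme reaction and -100% = no-enzyme basal signal; the screen sought inhibitors and activators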
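Natural-substrate format: glycogen cleavage by 4 nM human enzyme, glucose read by Amplex Red coupling (Ex 573, Em 610 nm). Normalized to enzyme and no-enzyme controls.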
GAA inh = qHTS Assay for Inhibitors of Human alpha-Glucosidase as a Potential Chaperone Treatment of Pompe Disease. purified human GAA, 4-MU-alpha-glucoside fluorescence. Lysosomal alpha-glucosidase (Homo sapiens), P10253. actives 0.005% (n = 200,000). Potency, µM (highest dose often 76.9 µM), inactives show top-dose activity change, negative = inhibition, hits mostly inhibitors;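 also: plate controls were uninhibited enzyme wells for no effect and no-enzyme background for full effect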
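qHTS format, compound range up to 77 uM. Human lysosomal enzyme at 4 nM, 400 uM 4-MU glucoside substrate, pH 5.0, 20 min room temperature; fluorescence after alkaline stop gives activity normalized to controls.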
RGS12 GoLoco inh = qHTS Assay for Inhibitors of RGS12 GoLoco Motif Activity (Red Fluorophore); Gai1:RGS12 GoLoco peptide FP, rhodamine, 10 min; Potency, µM (top dose mostly 61.6 µM), for the others: at the highest dose activity, negative = inhibition, most hits filed as inhibitors; actives 0.44% (n = 230,000); active = well fitted inhibition curve with a large enough effect, not every such curve was filed as active; inactive = no such curve, though single readings can be large or run the other way; also: % is scaled to controls: 0 for no effect and ±100 for the full control effect; nearly all actives have a fitted effect of over 30% in size; many of its hits are not listed in these tables
Target sequence (P63096 whole entry, looked up): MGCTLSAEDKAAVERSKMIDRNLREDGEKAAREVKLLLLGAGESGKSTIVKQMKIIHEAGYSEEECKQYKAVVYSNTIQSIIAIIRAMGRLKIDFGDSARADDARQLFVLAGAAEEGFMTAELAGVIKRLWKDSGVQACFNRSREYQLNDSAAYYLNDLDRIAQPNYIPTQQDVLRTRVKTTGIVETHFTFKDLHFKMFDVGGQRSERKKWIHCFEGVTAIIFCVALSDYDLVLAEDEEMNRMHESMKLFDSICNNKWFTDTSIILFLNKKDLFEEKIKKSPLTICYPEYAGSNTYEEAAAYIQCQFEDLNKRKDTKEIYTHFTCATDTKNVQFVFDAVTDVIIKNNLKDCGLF
Numbers without * were called inactive; ? = inconclusive; . = no result given; [ ] = dose if it differs, or a comment. Unless noted, calls follow the shape of the dose curve; as a rule, active = well fitted curve in the direction sought with a large enough effect; inconclusive = small, poorly fitted or top-dose-only effect, or another doubt; inactive = no such curve, though single readings can be large; an effect the other way counts as inactive or inconclusive. Potency is read from the fitted curve at half-maximal effect.

SMILES	aGlu spleen mod	HttQ103 aggreg	HTT cytoprotect	IMPase Li cell	GAA glycogen mod	GAA inh	RGS12 GoLoco inh
CCOc1ccc(/C=C2\SC(=S)N(CC(=O)N(CCO)C(C)(C)C)C2=O)cc1	2%	.	.	11%	-1%	13%	7%
COc1ccc(/C=N/NC(=O)c2cc(OC)c(OC)c(OC)c2)cc1CN1CCc2cc(OC)c(OC)cc2C1C (stereo not drawn)	2%	7%	-89%[inhibitor]	25%	-3%	-3%	9%
COc1cccc(CN2CCN(Cc3ccc4c(NC(C)=O)cccc4n3)CC2CCO)c1 (stereo not drawn)	-3%	2%[9.22 µM]	14%[10 µM]	9%	11%	-1%	7%
CCOc1c(Cl)cc(CNCc2ccncc2)cc1OC	5%	-28%	.	5%	21%	-6%	6%
COc1ccc(-c2nc3ccccc3c(=O)n2CCOc2ccc(C)cc2C)cc1	-9%	-6%	10%[10 µM]	6%	1%	2%	6%
O=C(CCSc1ccccc1)Nc1ncccn1	-4%	3%	20%[10 µM]	7%	-9%	3%	-9%
CC(C)Sc1n[nH]c(=O)n1-c1ccccc1	1%	-9%[9.22 µM]	1%[10 µM]	.	9%	-7%	7%
Nc1nnnn1/N=C/c1cccs1	-1%	10%	-5%	5%[38.3 µM]	0%	0%	2%
CCC(=O)N1CCc2cc(Br)cc(S(=O)(=O)NCCN3CCCCC3CC)c21 (stereo not drawn)	-11%	17%	5%[10 µM]	16%	1%	-3%	26%
COC(=O)c1ccc(C(=O)OC)c(NS(C)(=O)=O)c1	1%	0%	-9%	18%[38.3 µM]	-9%	-5%	8%
O=C(C(=O)N1CCOCC1)c1c[nH]c2ccccc12	11%	0%[9.22 µM]	-3%[10 µM]	1%	-6%	11%	3%
Cc1nc2c(ccc3nc(NC(=O)Cc4ccccc4)sc32)s1	2%	?	.	17%	-5%	-9%	2%
COc1ccc(-n2c(SCC#N)nnc2-c2ccc(NS(=O)(=O)c3ccc(C)cc3)cc2)cc1	-15%	-7%	-63%[inhibitor]	-2%[38.3 µM]	0%	-4%	4%
COc1ccc(-c2[nH]nc3oc(=O)c(CCO)c(C)c23)cc1	2%	-9%	-25%	3%	?	2%	14%
CCOc1cc(N2CCOCC2)c(OCC)cc1NC(=O)c1ccccc1C	3%	8%	-25%	7%	-5%	10%	-2%
CCNc1nc(Cl)nc(NNC(=O)C(C)Oc2ccccc2)n1 (stereo not drawn)	-3%	-2%	5%[10 µM]	-4%	-8%	?	-4%
Cc1csc(NC(=O)Cc2nn(C)c(=O)c3ccccc23)n1	-14%	?	15%	38%[38.3 µM]	1%	-1%	13%
COc1cc(C)c(Cl)cc1S(=O)(=O)NCCCN1CCOCC1	6%	2%[9.22 µM]	-2%	2%[38.3 µM]	4%	-9%	-8%
CC(=O)NCC(=O)NC1(C(=O)NC2CCCC2)CCCCC1	-1%	-1%	-5%	7%[38.3 µM]	-2%	-13%	8%
COc1ccc(Cl)cc1N(CC(=O)N1CCN(Cc2ccccc2)CC1)S(C)(=O)=O	-2%	10%	17%	0%[38.3 µM]	-26%	-4%	-2%

Only GAA inh, for some of the entries so far:
compound	GAA inh
COc1ccc(-n2c(SCC#N)nnc2-c2ccc(NS(=O)(=O)c3ccc(C)cc3)cc2)cc1	-4%
Cc1nc2c(ccc3nc(NC(=O)Cc4ccccc4)sc32)s1	-9%
COc1ccc(-c2nc3ccccc3c(=O)n2CCOc2ccc(C)cc2C)cc1	2%
COc1cccc(CN2CCN(Cc3ccc4c(NC(C)=O)cccc4n3)CC2CCO)c1 (stereo not drawn)	-1%
CCOc1cc(N2CCOCC2)c(OCC)cc1NC(=O)c1ccccc1C	10%

(listing goes on)
SMILES	aGlu spleen mod	HttQ103 aggreg	HTT cytoprotect	IMPase Li cell	GAA glycogen mod	GAA inh	RGS12 GoLoco inh
CC(C)C[C@H](NC(=O)c1[nH]cnc1C(=O)N[C@@H](C)C(=O)OC(C)(C)C)C(=O)OCc1ccccc1	-4%	-15%[9.22 µM]	1%[10 µM]	.	-14%	.	7%
Cc1c(C(=O)NCc2ccc3c(c2)OCO3)oc2ccc(S(=O)(=O)N3CCCCC3)cc12	-12%	-23%	-27%	6%[38.3 µM]	-5%	-4%	0%
COc1ccc(CCNC(=O)COc2ccc(S(=O)(=O)NC3CCCCC3)cc2Cl)cc1	-10%	-19%	-47%[inhibitor]	0%[38.3 µM]	-14%	?	0%
O=C(NCc1ccc2c(c1)OCO2)C1CCN(S(=O)(=O)N2CCOCC2)CC1	3%	25%	.	2%	1%	-4%	2%
O=C(Nc1cccc(NC(=S)NC(=O)c2cccs2)c1)c1ccccc1	3%	9%	3%[10 µM]	-5%	-4%	0%	-1%
Cc1cc(C)c(C#N)c(Cl)n1	-4%	3%	2%[10 µM]	2%	2%	6%	25%
CC(CCc1ccccc1)NC(=O)c1cccnc1 (stereo not drawn)	-8%	-13%	-2%	3%[38.3 µM]	-1%	-1%	2%
Cc1ccc(Cn2nnnc2CN2CCC(O)(c3cccnc3)CC2)cc1	-1%	-4%[9.22 µM]	23%[10 µM]	6%	-5%	9%	11%
CC1CCCN(C(=O)Nc2ccc(Br)cc2Cl)C1 (stereo not drawn)	3%	17%[9.22 µM]	29%	3%	-1%	-4%	-20%
Cc1nn(Cc2ccc(Cl)c(Cl)c2)c(C)c1NC(=O)c1cc(-c2ccc3c(c2)OCO3)on1	0%	?	-81%[inhibitor]	14%[38.3 µM]	7%	-2%	9%
CCOC(=O)c1c(-c2ccccc2Cl)csc1NC(=O)CSc1nc(C)cc(=O)[nH]1	0%	4%	12%[10 µM]	2%	-6%	-1%	2%
CC(C)=NNc1cc([N+](=O)[O-])cc2c1C(=O)N(C)S2=O (stereo not drawn)	-4%	8%	-26%	3%	-18%	?	-7%
Cc1cc(C)c(C)c(OCCCCn2cnc3ccccc3c2=O)c1	-4%	3%	-12%	.	-4%	1%	.
O=C(CCSc1ccccn1)c1ccccc1	.	-8%	?	26%	-6%	-11%	-4%
CCC(C)NC(=O)Nc1ccccc1F (stereo not drawn)	-6%	-5%	11%[10 µM]	-2%	5%	1%	-7%
NS(=O)(=O)c1ccc(CNC(=O)Cc2ccccc2F)cc1	7%	11%	-26%	11%	10%	-5%	1%
COc1ccc2c(c1OC)C(=O)N(c1nccs1)C2	5%	15%	-30%	-1%[38.3 µM]	0%	2%	1%
C=C(C)C(=O)OCCCCCC	1%	.	-17%	-13%	.	.	-10%
Cn1c(=O)cc(OCC(=O)NCCc2ccc(Cl)cc2)c2ccccc21	.	21%	?	1%	3%	-4%	5%
COc1ccc(OC)c2c1CC(C)(C)NC2=O	5%	16%	-8%	-1%	-1%	5%	-7%

Record cards (already shown). Order of screens: aGlu spleen mod | HttQ103 aggreg | HTT cytoprotect | IMPase Li cell | GAA glycogen mod | GAA inh | RGS12 GoLoco inh
Cc1cc(C)c(C)c(OCCCCn2cnc3ccccc3c2=O)c1 is entered as -4% | 3% | -12% | . | -4% | 1% | .
O=C(NCc1ccc2c(c1)OCO2)C1CCN(S(=O)(=O)N2CCOCC2)CC1 is entered as 3% | 25% | . | 2% | 1% | -4% | 2%
COc1ccc(CCNC(=O)COc2ccc(S(=O)(=O)NC3CCCCC3)cc2Cl)cc1 is entered as -10% | -19% | -47%[inhibitor] | 0%[38.3 µM] | -14% | ? | 0%
CC(C)=NNc1cc([N+](=O)[O-])cc2c1C(=O)N(C)S2=O (stereo not drawn) is entered as -4% | 8% | -26% | 3% | -18% | ? | -7%
COc1ccc(OC)c2c1CC(C)(C)NC2=O is entered as 5% | 16% | -8% | -1% | -1% | 5% | -7%

Other records:
SMILES	aGlu spleen mod	HttQ103 aggreg	HTT cytoprotect	IMPase Li cell	GAA glycogen mod	GAA inh	RGS12 GoLoco inh
O=C(Nc1ccc2nc(-c3ccco3)[nH]c2c1)c1cccs1	7%	0%	-48%[inhibitor][10 µM]	8%	7%	3%	37%[activator]
O=C(CCCOc1ccccc1)Nc1nnc(C2CCCO2)s1 (stereo not drawn)	4%	-6%	0%	-7%[38.3 µM]	0%	-8%	3%
Cc1ccc(SCC(=O)Nc2ccc(C(=O)Nc3ccc(O)cc3)cc2)cc1	4%	16%[9.22 µM]	-4%[10 µM]	4%	3%	1%	36%[activator]
Cc1noc(C)c1S(=O)(=O)N1CCC(C(=O)c2ccccc2)CC1	-15%	-1%[9.22 µM]	2%[10 µM]	.	5%	-15%	-2%
CCOC(=O)C(C(=O)OCC)C1CCS(=O)(=O)C1 (stereo not drawn)	-6%	-6%	0%[10 µM]	-2%	-3%	2%	1%
CCCCNc1ncnc2c1cnn2-c1ccc(Cl)cc1	2%	-21%	-43%[10 µM]	16%[38.3 µM]	-7%	2%	9%
Cc1cc(Cl)c2ccccc2n1	4%	-5%	.	-12%	0%	11%	5%
Cc1ccc(S(=O)(=O)N2CCC(C(=O)N3CCC(C(=O)NCC4CCCO4)CC3)CC2)cc1 (stereo not drawn)	-2%	2%	0%	.	-3%	6%	.
CC(=O)OCCNc1cc(SC(C)C)c2nonc2c1[N+](=O)[O-]	.	-7%	-9%	3%	-11%	-12%	-7%
O=C(CNC(=S)N(CCCN1CCOCC1)Cc1cccs1)NC1CCCCC1	8%	9%	-35%[inhibitor]	4%	7%	1%	10%

Looked up above:
Cc1ccc(S(=O)(=O)N2CCC(C(=O)N3CCC(C(=O)NCC4CCCO4)CC3)CC2)cc1 (stereo not drawn) in GAA inh = 6%
Cc1cc(Cl)c2ccccc2n1 in HttQ103 aggreg = -5%

A portion of the library, so the mix of outcomes need not match the whole.
